CaV13 FRET inh: Primary screen for inhibitors of IQ motif and Ca2+-dependent inactivation inhibitor domain binding in CACNA1D, Förster resonance energy transfer in living cells, …; hit rate 0.098% among 340,000; HEK cells, CFP/YFP FRET ICDI-IQ, plate reader, 10 min; percent FRET-ratio fall versus neutral wells; AID 743397; inhibition, % at 12.3 µM;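 active = mean replicate inhibition of at least 30% and at least 1% of replicates passing that level; inconclusive = only one of the two criteria is met; inactive = neither criterion is met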;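 note: 0% = median of the neutral control wells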
Peg3 promoter: inhibitors of Peg3 promoter. HeLa PEG-Prom luciferase reporter, luminescence, overnight. inhibition, % at 20 µM. hit rate 1.7% among 360,000. AID 588405;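 active = inhibition of at least 50% at 20 µM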
PDI turbidity: PDI (human) enzyme inhibition; PDI insulin aggregation turbidity, A650, 90 min; inhibition, % at 10 µM; hit rate 0.052% among 350,000; P07237;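 active = mean inhibition across replicates of 30% or more, whatever share of single replicates reach that level; inconclusive = mean inhibition below 30% while every single replicate reaches 30%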;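 note: absorbance from insulin aggregation driven by PDI reduction with DTT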
Target sequence (P07237 whole entry, looked up): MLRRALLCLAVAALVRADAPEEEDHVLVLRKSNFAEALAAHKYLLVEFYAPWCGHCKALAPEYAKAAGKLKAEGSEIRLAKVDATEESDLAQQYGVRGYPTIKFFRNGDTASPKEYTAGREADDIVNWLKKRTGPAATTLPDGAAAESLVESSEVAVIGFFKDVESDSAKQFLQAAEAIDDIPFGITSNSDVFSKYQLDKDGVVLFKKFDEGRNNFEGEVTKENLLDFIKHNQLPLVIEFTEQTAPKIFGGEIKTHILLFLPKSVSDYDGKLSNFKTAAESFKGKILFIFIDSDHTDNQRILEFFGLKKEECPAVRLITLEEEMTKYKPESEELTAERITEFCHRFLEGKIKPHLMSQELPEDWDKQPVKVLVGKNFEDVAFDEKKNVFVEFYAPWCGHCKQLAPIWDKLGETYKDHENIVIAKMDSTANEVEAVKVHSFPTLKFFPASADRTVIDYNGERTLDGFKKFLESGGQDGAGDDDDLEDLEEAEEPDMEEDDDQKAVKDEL
HIF-2a block: inhibitors of HIF-2a | hit rate 0.72% among 360,000 | 786-0 RCC cells HIF-2a reporter, luciferase luminescence, overnight | AID 624352 | inhibition, % at 18.8 µM;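 active = inhibition of the luminescence signal of 40% or more relative to plate controls, in a single-dose primary screen at 18.75 µM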
Vif inh: blocks HIV Vif function. inhibition, % at 7.49 µM. HEK293T cells, Vif self-association by quenched fluorescence, imaging, 24 h. hit rate 0.35% among 340,000; in the data active = inhibition above about 50%, passing the limit was not always enough; inconclusive = no clear call, values can overlap the other calls; inactive = below about 31%; note: some results filed as inactive read as strong as hits
NR2E3 ag-1: human photoreceptor-specific nuclear receptor agonism; Q9Y5X4; CHO-S Gal4-NCOR/VP16-NR2E3 two-hybrid, luciferase; inhibition of corepressor binding, % at 3.98 µM; hit rate 0.35% among 360,000; AID 602229;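 active = inhibition above the mean of all tested compounds plus 3 SD, cut at about 70% in these data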;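 note: 0% = DMSO with NR2E3 transfected cells and 100% = cells lacking NR2E3 construct; higher means lower luciferase signal from less NR2E3 corepressor binding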
Target sequence (Q9Y5X4 whole entry, looked up, the tested form may be a part): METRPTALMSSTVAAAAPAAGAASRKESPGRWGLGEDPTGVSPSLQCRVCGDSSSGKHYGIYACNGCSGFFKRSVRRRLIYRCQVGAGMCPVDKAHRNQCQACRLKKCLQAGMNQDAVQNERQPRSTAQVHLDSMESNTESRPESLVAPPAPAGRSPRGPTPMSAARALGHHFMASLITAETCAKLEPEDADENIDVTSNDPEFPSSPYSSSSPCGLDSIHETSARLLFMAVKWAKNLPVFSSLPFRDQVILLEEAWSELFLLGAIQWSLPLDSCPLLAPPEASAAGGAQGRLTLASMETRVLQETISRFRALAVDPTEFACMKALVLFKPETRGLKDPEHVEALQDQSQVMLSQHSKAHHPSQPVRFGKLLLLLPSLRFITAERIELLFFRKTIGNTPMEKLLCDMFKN
NR2E3 ag-2: NR2E3 (human) agonism. inhibition of corepressor binding, % at 4.78 µM. GST-NR2E3/biotin-RetCOR TR-FRET, 1536-well. hit rate 0.12% among 320,000. AID 2300;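 active = percent inhibition above the cutoff of mean plus 3 SD of all tested compounds, set per screening campaign, cut at about 20% in these data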;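 note: 0% = DMSO wells and 100% = biotin wells as full block of FRET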
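Material – GST-tagged NR2E3 plus biotinylated RetCOR corepressor · Quantity – NR2E3 fusion 1.35 nM · Times – 5 h incubation at 4 °C · Medium – pH 7.5 Tris-based buffer · Technique – TR-FRET, Eu(K)-anti-GST donor, streptavidin-D2 acceptor, ex 340, em 617/671 nm · Benchmarks – high control biotin, low control 0.6% DMSO · Format – 1536-well plates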
MITF TRPM1 inh: inhibitors of MITF-driven TRPM1 promoter in melanoma cells. SK-MEL-5 TRPM1 promoter luciferase, 24 h. inhibition, % at 12.5 µM. hit rate 0.83% among 330,000. AID 488899;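 active = mean inhibition across replicates of 60% or more, whatever share of single replicates reaches that level; inconclusive = some that reach 60%, reason not given; inactive = mean inhibition across replicates below 60%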; note: values of inactives mirror those of a sister screen read the other way
Shn3 3UTR inh: Schnurri-3 reporter inhibition in Clone20 osteoblasts; Clone20 osteoblast Shn3 3'UTR firefly luciferase, 24 h; inhibition, % at 12.5 µM; hit rate 0.52% among 360,000;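 active = mean inhibition of at least 75% with every replicate also reaching 75%; inconclusive = mean inhibition at least 75% but some replicate below; inactive = mean inhibition below 75%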;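 note: 0% = median of neutral control wells and 100% = pilot-screen positive control compound; some compounds past the cut are filed as inactive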
CF NFkB block: blocks PAF-induced NF-kB reporter in cystic fibrosis cells | KKLEB NF-kB-GFP reporter, GFP fluorescence overnight | inhibition, % at 5 µM | hit rate 0.86% among 360,000 | AID 588850;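 active = at least 50% inhibition at 5 µM, scaled per plate between neutral and stimulator controls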;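 note: PAF is a Pseudomonas aeruginosa culture filtrate used as stimulus; plate controls were PAF-stimulated DMSO wells for no effect and unstimulated DMSO wells for full effect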
KKLEB tox: CF airway cell cytotoxicity counter-screen; AID 602141; hit rate 0.36% among 360,000; activity change (cytotoxicity), % at 5 µM; KKLEB CF airway cells viability, ATPlite luminescence, overnight; stronger effect = lower value; cells stimulated with P. aeruginosa culture filtrate;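 active = corrected activity change at or below -50% at 5 µM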
* = called active by the depositor; ? = inconclusive; / = no result given.

SMILES | CaV13 FRET inh | Peg3 promoter | PDI turbidity | HIF-2a block | Vif inh | NR2E3 ag-1 | NR2E3 ag-2 | MITF TRPM1 inh | Shn3 3UTR inh | CF NFkB block | KKLEB tox
CS(=O)(=O)Nc1ccc(C(=O)Nc2ccc3c(c2)OCO3)cc1 | 5 | -62 | -2 | -107 | -1 | -16 | -2 | -3 | -28 | 10 | -6
C/C(=N\NC(=O)c1cccc(F)c1)c1ccc(Br)s1 | -4 | -46 | 4 | -138 | 1 | -89 | 0 | 4 | -2 | 2 | -15
O=C(CN1CCN(c2ncc(C(F)(F)F)cc2Cl)CC1)NCCNc1ncc(C(F)(F)F)cc1Cl | / | 42 | -2 | 26 | -1 | -14 | -5 | 11 | 45 | 14 | -4
COc1ccc(C(=O)NCCc2c[nH]c3ccccc23)cc1OC | -4 | 1 | -1 | -4 | -4 | 4 | -3 | -2 | 12 | 18 | -2
Cc1noc(C)c1COC(=O)c1cc2c3ccccc3n(C)c2s1 | -4 | -9 | 19 | -41 | -16 | -23 | 2 | 8 | 1 | 2 | -2
Cc1cc(C)n(C(=O)C(C(=O)c2ccccc2)C(C)C)n1 (configuration not stated) | -5 | -4 | 0 | 9 | -3 | -4 | -1 | 5 | -23 | -6 | -6
C/C(=N\NC(=O)CN1CCCCC1)c1cccc([N+](=O)[O-])c1 | -17 | -90 | 0 | -135 | -2 | -21 | 4 | -32 | -38 | 23 | -32
Cc1cnc(-c2nnc(N(C)C(=O)C3CCCO3)s2)cn1 (configuration not stated) | -4 | -44 | 3 | -68 | -6 | -18 | 5 | -30 | -29 | -11 | 5
CN1C(=O)CC(Sc2ccccc2C(=O)O)C1=O (configuration not stated) | -8 | -2 | 5 | 5 | / | -5 | 3 | 5 | -25 | 6 | 3
CCOC(=O)CNC(=O)c1cc(-c2ccc3c(c2)OCCO3)oc1C | -4 | -179 | 17 | -164 | / | -74 | 1 | -34 | -15 | 0 | 7
COc1cc(-c2noc(-c3cccs3)n2)cc(OC)c1OC | -5 | -3 | -2 | 8 | -5 | -11 | -7 | -25 | -31 | 2 | -5
CCSc1ncc(Cl)c(C(=O)Nc2ccccc2Cl)n1 | -14 | -8 | -2 | -52 | / | 0 | -1 | -1 | -28 | -19 | 4
Cc1ccc(CNC(=O)C2CCN(S(=O)(=O)N3CCOCC3)CC2)cc1 | -10 | 15 | -2 | -3 | -2 | -11 | 7 | -2 | -12 | -6 | 17
CN(C)CCCN(C(=O)c1ccc(S(=O)(=O)N2CCc3ccccc3C2)cc1)c1nc2c(F)cc(F)cc2s1 | / | -34 | 4 | 13 | 1 | 2 | -2 | 35 | -16 | 10 | -6
COc1ccc(C(=O)NCCS(=O)(=O)NCc2ccc(C)cc2)cc1 | -5 | 29 | -2 | 10 | 8 | -25 | 3 | 7 | 5 | 13 | 8
Cn1c(CC(=O)Nc2ccccc2)nnc1SCC(=O)c1ccccc1 | 0 | 6 | -13 | 5 | -8 | 18 | 4 | 8 | 0 | -2 | -5
COc1ccc(C(=O)Cc2ccccc2C(=O)O)cc1 | -5 | -15 | -3 | -78 | 3 | -10 | / | 4 | 4 | -18 | 0
COc1ccccc1CNCC(=O)Nc1ccccc1-n1cccc1 | -5 | 3 | -5 | 10 | 0 | -5 | -1 | 3 | 12 | 10 | 6
CCOCCCNC(=O)C(NC(=O)c1ccc(=O)[nH]c1)c1ccccc1 (configuration not stated) | / | 4 | -4 | 11 | 9 | -10 | 1 | 0 | -13 | 17 | -7
COC(=O)c1ccc(C)c(NS(=O)(=O)c2ccc(NC(C)=O)cc2)c1 | -10 | 22 | 12 | 10 | -4 | -2 | 4 | 2 | 14 | 8 | 10
COc1ccc(NC(=S)N2CCCC2c2ccc(OC)c(OC)c2)cc1 (configuration not stated) | -2 | -7 | -7 | -11 | 2 | -9 | -1 | -5 | -5 | 12 | -14
Cc1nc(-c2ccc(C(=O)O)cc2)cs1 | -6 | -22 | -4 | -40 | ? | -6 | 2 | -12 | 9 | -9 | 13
O=C(O)c1ccccc1C(=O)OCC1CCC(=NO)CC1 (configuration not stated) | -6 | -3 | 13 | 14 | / | -13 | / | / | -3 | 25 | -2
Cc1csc(=O)n1CCC(=O)OCC(=O)Nc1ccc(C(N)=O)cc1 | -5 | -5 | 6 | 6 | -1 | 10 | -8 | -1 | -2 | 13 | -6
CCOc1cccc(CN2CCN(CCc3ccccc3)C(CCO)C2)c1O (configuration not stated) | -3 | -6 | 14 | 13 | 1 | 13 | 1 | 8 | 4 | 7 | 9
CCCCNC(=S)N(CCCO)Cc1cc2cc3c(cc2[nH]c1=O)OCCO3 | -18 | 7 | 0 | 2 | 1 | -14 | 2 | -7 | -1 | 4 | -4
O=c1cc(-c2ccco2)nc(-c2cccs2)o1 | / | 4 | -6 | 2 | 4 | -17 | -4 | 19 | -16 | -8 | -1
O=C(COC(=O)c1ccc2ncsc2c1)NCc1ccccc1Cl | -5 | -14 | 0 | -3 | 1 | -41 | / | -12 | -18 | -1 | -6
O=C(CCNC(=O)C1CCN(S(=O)(=O)c2ccccc2)CC1)Nc1cccc(C(F)(F)F)c1 | -6 | 21 | -1 | 0 | -4 | -9 | 2 | 6 | 0 | 16 | -6
CCOc1ccccc1NC(=O)CSc1ccc2nnc(-c3cccnc3)n2n1 | -18 | 30 | 7 | 18 | -9 | 12 | 1 | 1 | 1 | -9 | -4
COC(=O)c1ccccc1NC(=O)Oc1ccc(C(C)C)cc1 | -7 | 1 | 0 | -33 | 11 | -5 | 3 | -3 | 10 | 0 | 3
Clc1cccc(C2Nc3cccc4cccc(c34)N2)c1Cl | -22 | 19 | 16 | 6 | -5 | -7 | 0 | 14 | 5 | -12 | 16
N#Cc1nc(-c2ccccc2F)oc1NCCN1CCOCC1 | -5 | 0 | / | -18 | 3 | -31 | 1 | 1 | 3 | -28 | 20
O=C1NCCCCC1NS(=O)(=O)c1cccc(C(F)(F)F)c1 (configuration not stated) | -5 | 6 | -1 | 16 | 10 | -6 | -2 | 13 | -1 | -3 | 1
Cc1ccccc1C(=O)Nc1c(C(=O)N(CCN(C)C)Cc2ccco2)oc2ccccc12 | -6 | 15 | -2 | 12 | -1 | -3 | 4 | -10 | -11 | 2 | 3
Cc1cc(C)n(-c2nnc3n2N=C(c2ccccc2)CS3)n1 | -3 | 16 | -2 | 6 | 0 | -6 | -1 | 1 | 5 | 3 | -6
CC(=O)Nc1cccc(N(C(=O)C2COc3ccccc3O2)C(C(=O)NC2CCCCC2)c2cn(C)nc2C)c1 (configuration not stated) | -6 | -2 | 3 | 9 | 7 | -12 | 3 | 7 | -9 | 4 | -4
CC(C)C1C(=O)N(Cc2cn(CC3CCCCC3)nn2)CCS(=O)(=O)N1Cc1ccc(-c2ccc(F)cc2)cc1 (configuration not stated) | -7 | 47 | 10 | 7 | 1 | 1 | / | / | 50 | 8 | -5
Cc1ccc(C(=O)Oc2oc(-c3ccco3)nc2C=Nc2ccc(Cl)cc2)cc1 | 0 | -150 | -11 | -207 | 1 | -109 | -1 | 2 | -5 | -8 | 3
Cc1cc(C)cc(OCCNC(=O)c2ccc(Br)cc2)c1 | -18 | 2 | -1 | 8 | -2 | -1 | 2 | 1 | 8 | 6 | -6
COc1ccc(CC(=O)N2CCc3ccccc32)cc1 | / | -192 | -1 | -205 | 3 | -50 | 2 | -30 | -42 | -8 | 12
COc1ccc(CCn2c(C)cc(C(=O)CN3C(=O)C(=O)N(C4CCCC4)C3=O)c2C)cc1OC | -7 | 20 | -3 | 7 | -2 | 9 | / | 9 | 39 | 3 | -9
O=C(NC(Cc1c[nH]c2ccccc12)C(=O)O)c1ccc(F)cc1 (configuration not stated) | -5 | -17 | -11 | 12 | 0 | 17 | -1 | 10 | -5 | 6 | -6
CCn1c(C(C)C)n[nH]c1=S | 8 | -1 | 11 | 12 | 31 | -19 | -1 | 1 | 15 | -5 | 8
C[C@@H]1CN([C@@H](C)CO)C(=O)c2cc(Br)cnc2O[C@H]1CN(C)C(=O)Cc1ccccn1 | -9 | 13 | -3 | 12 | 3 | 5 | / | / | -11 | -16 | 24
COc1cccc(-c2nnn(CC(=O)N(C3CCCCC3)C3CCS(=O)(=O)C3)n2)c1 (configuration not stated) | -10 | 18 | -5 | 10 | 0 | 4 | / | / | -9 | 4 | 2
Cc1c(C(=O)NCc2ccc(F)cc2)sc(=O)n1Cc1ccc(C(=O)c2ccccc2)cc1 | 14 | 27 | -23 | 19 | -6 | 3 | / | / | 13 | -2 | -8
O=C(c1ccc(S(=O)(=O)N2CCCCCC2)cc1)N1CCC(CN2C(=O)c3cccc4cccc(c34)C2=O)CC1 | / | 37 | 6 | 29 | -3 | 13 | 0 | 38 | 63 | 11 | 0
O=S1(=O)CCOC[C@H](CC2CCCCC2)N1Cc1cccc(C(F)(F)F)c1 | -4 | 23 | -6 | 8 | -1 | 2 | -1 | 2 | 14 | -11 | -6
Cc1cnc(NC2=NCCC2)s1 | 4 | -6 | 38* | 1 | 2 | -1 | 0 | -3 | 11 | 6 | -31
CC(=Nc1ccccc1)C1=C(O)CSC1=O | -5 | -33 | -13 | -234 | 3 | -91 | 2 | -4 | -24 | 7 | 5
CCOc1cccc(/C=C/C(=O)O)c1 | -3 | 3 | -2 | 9 | 15 | -23 | 1 | 1 | -10 | -3 | -3
Cc1ccc(S(=O)(=O)N2C3C=CC(C3)C2C(=O)O)cc1 (configuration not stated) | ? | 5 | 5 | 10 | 9 | -11 | 7 | -12 | 20 | 1 | 2
CCN1CCN(Cc2nc3c(c(=O)n(C)c(=O)n3C)n2Cc2cccc3ccccc23)CC1 | -8 | -4 | 10 | -31 | 1 | 11 | 2 | -11 | -1 | -5 | -4
CN(C(=O)c1cccc(NC(=O)Cc2cccc(NC(=O)C3CCCN(C(=O)C4CCC4)C3)c2)c1)C1CC1 (configuration not stated) | -5 | -2 | -2 | 5 | / | -22 | / | 8 | -12 | -10 | 17
O=C1c2ccccc2NC(c2cccc([N+](=O)[O-])c2)N1O (configuration not stated) | -12 | 19 | 1 | 23 | -1 | 1 | 1 | 24 | -7 | 9 | -7
CCOC(=O)C1(C)CCN1C(=O)c1cccc(Cl)c1 (configuration not stated) | -6 | 4 | 8 | 6 | 20 | -7 | / | / | -5 | 16 | -6

High-throughput results from PubChem BioAssay.
